M1 ag: agonists of human M1 muscarinic receptor | P11229 | 0.33% of 360,000 active | activation, % at 3 µM | CHO-K1 hM1, Fluo-8 calcium fluorescence, agonist mode; 0% DMSO, 100% acetylcholine EC100;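 active = activation above the run's mean compound activation plus 3 SD, cut at about 16% in these data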;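 note: peak over basal fluorescence ratio within a 140 s kinetic read after compound addition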
CHO-K1 Ca ag: counter-screen for M1 agonists: effect in parental CHO-K1 cells. Fluo-8 calcium fluorescence; scaled to maximal ATP response, vehicle zero. activation, % at 3 µM. 0.48% of 360,000 active; in the data active = activation above about 15%;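 note: untransfected CHO-K1 host cells lacking M1 receptor as counterscreen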
M1 antag: blocks human M1 muscarinic receptor; inhibition, % at 3 µM; AID 588852; P11229; 1.3% of 360,000 active; CHO-K1 hM1, Fluo-8 calcium fluorescence, ACh EC80 antagonist;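 active = percent inhibition above its own plate's cutoff, namely the mean of that plate's compound wells plus 3 SD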;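 note: peak over basal fluorescence ratio during 140 s after agonist addition; 0% = ACh EC80 plus DMSO and 100% = DMSO alone without agonist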
TAAR1 antagonist: antagonists of human TAAR1; CHO RD-HGA16 TAAR1, Fluo-8 calcium fluorescence, antagonist; inhibition, % at 3 µM; 1.5% of 360,000 active; Q96RJ0;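 active = inhibition above a per-plate cutoff, the mean inhibition of test compounds on that plate plus 3 SD, cut at about 49% in these data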;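 note: 0% = DMSO plus EC80 beta-PEA response and 100% = DMSO alone without agonist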
Target sequence (Q96RJ0 whole entry, looked up): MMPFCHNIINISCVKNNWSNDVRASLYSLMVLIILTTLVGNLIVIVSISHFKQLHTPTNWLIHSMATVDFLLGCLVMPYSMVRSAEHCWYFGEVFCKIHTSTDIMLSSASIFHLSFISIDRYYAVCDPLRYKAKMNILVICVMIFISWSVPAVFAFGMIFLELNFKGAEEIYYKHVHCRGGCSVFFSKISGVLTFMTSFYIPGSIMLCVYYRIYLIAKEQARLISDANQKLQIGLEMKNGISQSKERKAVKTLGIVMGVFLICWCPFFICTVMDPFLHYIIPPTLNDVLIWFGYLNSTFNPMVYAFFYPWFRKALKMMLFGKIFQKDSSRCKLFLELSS
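Test system: hTAAR1-expressing CHO RD-HGA16 cells, Gα16-coupled; Probe or stimulus: EC80 β-phenethylamine stimulus; Compound dosing: single nominal final test compound concentration of 3 µM; Timing: 140 s kinetic read after compound, 140 s after agonist; Signal: Fluo-8 calcium-sensitive fluorescence; Measure: % inhibition of agonist calcium response; Controls: DMSO and EC80 PEA controls.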
TAAR1 ag: human TAAR1 agonism; 0.99% of 360,000 active; Q96RJ0; activation, % at 3 µM; CHO RD-HGA16 TAAR1, Fluo-8 calcium fluorescence; vehicle wells 0%, saturating PEA agonist 100%;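 active = activation above the mean activation of all test compounds in the run plus 3 SD, cut at about 38% in these data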
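System: CHO RD-HGA16 cells carrying human TAAR1 plus Gα16; Incubation: 17-24 h seeding, 75 min 37 °C dye, 30 min RT; Measured by: Fluo-8 fluorescence, 5 s baseline then 140 s kinetic read; Control set: DMSO and PEA EC100; Replication: single well for each compound.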
OXTR potentiate: human OXTR potentiation; P30559; CHO-OTR cells, Fluo-8 calcium fluorescence, potentiator mode; 0% = oxytocin EC15, 100% = EC100; activation, % at 3 µM; 0.061% of 320,000 active; AID 2445;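 active = activation above that plate's cutoff, the mean activation of tested compounds plus 3 SD, cut at about 6.6% in these data, passing the limit was not always enough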;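 note: 100% uses oxytocin at 75 nM as the full agonist control; some results filed as inactive read as strong as hits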
Target sequence (P30559 whole entry, looked up): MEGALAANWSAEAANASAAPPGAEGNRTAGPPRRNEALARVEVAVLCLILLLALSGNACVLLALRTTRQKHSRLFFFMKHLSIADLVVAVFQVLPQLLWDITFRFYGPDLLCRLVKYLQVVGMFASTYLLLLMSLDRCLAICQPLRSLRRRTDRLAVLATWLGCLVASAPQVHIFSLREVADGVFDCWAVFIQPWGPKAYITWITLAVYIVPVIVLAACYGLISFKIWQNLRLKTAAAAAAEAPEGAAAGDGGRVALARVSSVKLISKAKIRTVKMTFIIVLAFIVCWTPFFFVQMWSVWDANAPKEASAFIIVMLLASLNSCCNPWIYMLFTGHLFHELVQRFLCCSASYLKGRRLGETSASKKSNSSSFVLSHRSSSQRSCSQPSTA
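assay system = CHO-OTR cells, human receptor | schedule = compound 6 min at room temperature before oxytocin, 100 s read | detection = Fluo-8 intracellular calcium fluorescence, ex 470-495, em 515-575 nm | evaluation = normalized max/min fluorescence ratio, % activation | control set = EC15 oxytocin alone as 0%, 75 nM oxytocin (EC100) as 100%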
CHO-K1 Ca antag: counter-screen for M1 antagonists: effect in parental CHO-K1 cells; inhibition, % at 3 µM; 0.6% of 360,000 active; ATP-induced calcium, Fluo-8 fluorescence;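 active = inhibition above a per-plate cutoff, the plate's mean sample inhibition plus 3 SD, cut at about 24% in these data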;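 note: 0% = DMSO plus EC80 ATP and 100% = DMSO alone without ATP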
CHO parental Ca: signal in parental CHO cells, OX1R antagonist counter-screen | inhibition, % at 5.6 µM | parental CHO-K1, ATP-induced calcium, Fluo-8 fluorescence | 0.63% of 330,000 active | AID 463079;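 active = inhibition above that plate's mean sample inhibition plus 3 SD, cut at about 26% in these data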;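 note: 0% = ATP-challenged DMSO wells and 100% = DMSO wells without ATP; some compounds past the cut are filed as inactive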
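material = parental CHO cells | also added = ATP as calcium-mobilizing challenge | dosing = single point at 5.6 µM | detection = intracellular calcium via Fluo-8 no-wash fluorescent dye | read-out = % inhibition | benchmarks = low control ATP plus DMSO, high control DMSO only | repeats = one well per compound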
M1 PAM parental: nonselective activator or artifact in parental CHO-K1 calcium assay. ATP EC20, Fluo-8 calcium fluorescence; 0% at ATP EC20, 100% at ATP max. activation, % at 3 µM. 0.02% of 360,000 active. AID 602247;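 active = activation above the run cutoff, the mean activation of all test compounds plus 3 SD, cut at about 40% in these data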;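 note: peak over basal fluorescence ratio in a 140 s read after ATP addition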
The depositor's hits bear a star; nt = no result given.

Below each SMILES: M1 ag, CHO-K1 Ca ag, M1 antag, TAAR1 antagonist, TAAR1 ag, OXTR potentiate, CHO-K1 Ca antag, CHO parental Ca, M1 PAM parental
CC(=C/c1ccc(C(C)C)cc1)/C=N/NC(=O)Cn1nnnc1N
  -6.5, 0.0, -13.0, 3.7, 0.2, 1.6, -1.8, -2.1, 3.5
CCOc1ccc(CCNC(=O)CN2C(=O)c3cccnc3Oc3ccc(C)cc32)cc1OCC
  -4.0, 2.4, -5.4, 25.1, 1.1, -8.9, -3.2, -15.2, 12.6
Cc1cc2nc(C)n(CCCNC(=O)Nc3ccc(F)cc3)c2cc1C
  -3.2, 0.4, -2.4, -21.0, 5.0, -9.5, -4.0, -16.2, -4.5
COCC1CCCCN1C(=O)c1ccc(OC2CCN(CCc3ccccc3)CC2)cc1 (stereo not given)
  -5.2, 0.7, 22.2, 1.5, 2.0, -5.8, -7.9, -29.5, -17.5
COc1cc(C(=O)Oc2c(CN3CCOCC3)cc(Cl)c3cccnc23)cc(OC)c1OC
  -10.6, -0.3, -7.9, nt, nt, -4.7, 23.1, -9.7, -7.9
Cc1ccc(NC(=O)Nc2cccc(F)c2)nc1
  -4.5, 0.8, -15.6, -23.2, 5.8, nt, 3.1, nt, 1.1
O=C(NN=Cc1c(O)ccc2ccccc12)C1CC1
  0.6, 1.4, 2.8, 4.1, 5.1, nt, -0.7, nt, -15.2
O=C(c1ccc(=O)[nH]c1)N1CCN(S(=O)(=O)c2ccccc2)CC1
  -1.4, 0.2, -9.4, -0.9, 0.9, -8.5, -6.3, -0.7, 10.3
COc1ccc(-c2sc3ccccc3c2/C=C/c2ccc(N)cc2)cc1
  -0.9, 0.6, -12.8, 18.1, 1.1, 0.4, -16.8, -6.1, 9.1
CCOC(=O)[C@H]1[C@H]2COc3ccc(OC)cc3[C@@H]2N2C(=O)c3cc(C)ccc3NC(=O)[C@@]12C
  -6.8, 0.4, -17.8, -10.1, 8.7, 0.8, -11.4, -16.0, 10.6

Carrying on:
Below each SMILES: M1 ag, CHO-K1 Ca ag, M1 antag, TAAR1 antagonist, TAAR1 ag, OXTR potentiate, CHO-K1 Ca antag, CHO parental Ca, M1 PAM parental
O=C(Nc1sc2c(c1C(=O)O)CCCC2)c1cccc(Cl)c1
  -5.4, -0.2, -6.4, -12.6, -3.1, nt, -9.1, nt, -2.6
Cc1cc(C)c2c(=O)[nH]c(SCC(=O)Nc3cccc(S(=O)(=O)N(C)C)c3)nc2n1
  -7.1, 1.0, -5.8, 0.3, -0.6, -1.7, -22.6, -15.9, 18.0
[O-]/C(=C(\C(=S)Nc1cccc2ccccc12)[n+]1ccccc1)c1ccc2c(c1)OCCO2
  -5.2, 0.3, 11.5, -11.5, -0.3, -7.8, 6.9, -14.4, 2.8
CCOc1cc(NC(=O)c2cccs2)c(OCC)cc1NC(=O)CCC(=O)NCCN1CCOCC1
  -6.1, -0.3, -7.3, -26.5, 2.2, 0.6, 6.2, -3.5, -6.8
CN(Cc1ccccc1)C(=O)CN(c1ccccc1Cl)S(C)(=O)=O
  -2.4, 0.8, -21.2, -9.9, 1.6, -3.4, -3.9, -12.9, 9.0
Cc1ccccc1CN1CCNC(=O)C1CC(=O)NCCN1CCCCC1=O (stereo not given)
  -2.6, 0.5, -10.8, -8.5, 2.5, 3.7, -0.4, -5.7, 15.5
CC1CCN(S(=O)(=O)c2ccc(C(=O)Nc3sccc3C(N)=O)cc2)CC1
  2.5, 0.7, 4.0, 28.4, 7.2, -9.3, -4.7, 5.2, 9.3
Nc1cc(S(=O)(=O)c2ccc(N3CCCCC3)c(N)c2)ccc1N1CCCCC1
  3.6, 7.9, 21.5, -4.5, 2.6, nt, -1.6, nt, 11.2
CCOc1ccc(NC(=O)CN(C)C(=O)c2ccc(C3SCCS3)cc2)cc1OCC
  -5.0, 0.0, -9.3, -12.0, -1.5, -1.1, -6.3, -10.7, 3.0
O=C1NC(Cc2ccccc2)c2nc3ccc(F)cc3c(=O)n2-c2cc3ccccc3cc21 (stereo not given)
  -2.9, 3.8, 16.6, 48.9*, 6.0, nt, 0.9, nt, 12.7

Complete entries, looked up by structure.
O=C1NC(Cc2ccccc2)c2nc3ccc(F)cc3c(=O)n2-c2cc3ccccc3cc21 (stereo not given) is entered as M1 ag: -2.9; CHO-K1 Ca ag: 3.8; M1 antag: 16.6; TAAR1 antagonist: 48.9*; TAAR1 ag: 6.0; OXTR potentiate: nt; CHO-K1 Ca antag: 0.9; CHO parental Ca: nt; M1 PAM parental: 12.7
O=C(Nc1sc2c(c1C(=O)O)CCCC2)c1cccc(Cl)c1 is entered as M1 ag: -5.4; CHO-K1 Ca ag: -0.2; M1 antag: -6.4; TAAR1 antagonist: -12.6; TAAR1 ag: -3.1; OXTR potentiate: nt; CHO-K1 Ca antag: -9.1; CHO parental Ca: nt; M1 PAM parental: -2.6

The listing continues.
Below each SMILES: M1 ag, CHO-K1 Ca ag, M1 antag, TAAR1 antagonist, TAAR1 ag, OXTR potentiate, CHO-K1 Ca antag, CHO parental Ca, M1 PAM parental
CCCc1c(O)nc(SCCN(CCC)CCC)[nH]c1=O
  -5.8, -0.4, 8.5, 9.2, 2.7, 3.6, 27.0*, 12.1, -8.5
COc1cc(OC)c(NC(=O)CS(=O)(=O)Cc2nc(-c3ccc(C)cc3)oc2C)cc1Cl
  -4.9, 0.4, -21.6, -25.5, -0.1, -3.3, -4.2, -6.3, 19.7
Cc1ccc(-n2c(=S)[nH]c3nc4c(cc3c2=O)COC(C)(C)C4)cc1
  -7.7, 0.3, 0.7, -33.7, 4.0, 2.4, 4.6, -4.9, 7.4
O=C(CO/N=C/c1c(Cl)cccc1Cl)NNC(=O)c1ccc(Cl)cc1
  -5.2, -0.1, -1.4, -24.5, -0.5, -3.6, 16.9, -24.3, -16.6
O=c1[nH]c2cccnc2n1-c1cccc([N+](=O)[O-])c1
  nt, nt, nt, -20.5, 6.0, -6.3, nt, -2.7, nt
COc1ccc(N=CC2CCCCC2=O)c([N+](=O)[O-])c1 (stereo not given)
  -2.4, 0.4, -12.1, 4.7, 2.1, nt, -16.0, nt, 15.7
COC(=O)N1CCCCC1c1cc(C(=O)Nc2ccc3c(c2)OCO3)no1 (stereo not given)
  -6.8, 1.2, 2.9, 15.0, 4.4, nt, -4.5, nt, 8.6
Cc1ccc(-n2c(-c3cccnc3)n[nH]c2=S)c(C)c1
  -1.6, -0.2, 0.5, -21.6, 17.0, 0.1, 26.3*, -12.4, -6.5
CCOc1ccc(N2CC(C(=O)Nc3ccc4c(c3)OCCO4)CC2=O)cc1 (stereo not given)
  -6.0, -0.7, -2.1, -6.1, -2.8, -6.2, -3.6, -0.2, -0.8
CCCCCCCC/C=C\CCCCCCCC(=O)NCCO
  -0.8, 0.2, -32.3, -12.8, 0.5, -7.5, 23.3, -3.8, -0.2

Continued:
Below each SMILES: M1 ag, CHO-K1 Ca ag, M1 antag, TAAR1 antagonist, TAAR1 ag, OXTR potentiate, CHO-K1 Ca antag, CHO parental Ca, M1 PAM parental
Brc1ccc(-c2nnc(-c3cccc(Br)c3)o2)cc1
  -2.9, 0.3, -8.5, -10.8, 7.2, -22.4, -9.8, -2.7, 8.4
CCCNC(=O)C(=O)NCC(c1ccc2c(c1)OCO2)N1CCN(c2ccc(F)cc2)CC1 (stereo not given)
  -3.0, 1.1, -10.4, -5.5, -1.0, -3.0, -13.0, -20.0, 15.3
CCCCC1=CC2=C(c3ccco3)C(=O)C(C)(OC(=O)c3ccc(OC)cc3)C(=O)C2=CN1c1ccccc1 (stereo not given)
  3.9, -0.2, 1.5, nt, nt, 3.7, -16.3, -14.2, 8.7
CN(C)c1ccc(C(CNC(=O)Cc2cccc3ccccc23)N(C)C)cc1 (stereo not given)
  -10.9, 0.8, -2.2, 0.1, 0.7, -16.3, 2.1, -1.3, 10.0
CC1(C(=O)NCCC#N)CCN1C(=O)c1ccccc1CCc1ccccc1 (stereo not given)
  -0.9, 0.9, -10.8, -22.5, 1.1, nt, -11.2, nt, 3.9
Cc1ccc(C(=O)CN2C(=O)NC3(CCCCCC3)C2=O)c(C)c1
  -7.1, 0.4, -8.4, -41.5, -2.3, -5.8, -12.1, -18.4, 10.1
CC(Oc1ccc(Br)cc1)C(=O)NCC(C)(C)N1CCOCC1 (stereo not given)
  -6.9, 0.8, -11.2, -18.6, 1.5, -8.7, -4.0, 13.5, 9.1
Cc1cc(C)c2c(c1)-c1cc(C)nn1C(c1ccc3c(c1)OCO3)N2 (stereo not given)
  -5.4, -0.1, 9.3, -19.8, 2.6, 1.7, 4.5, -20.8, 3.4
COc1cccc(Nc2nc(-c3sc(NC(=O)c4ccco4)nc3C)cs2)c1
  0.0, 0.7, 15.3, 52.4*, 16.3, -4.8, -6.4, -14.3, -13.1
O=C(N1CCOCC1)N(Cc1ccccc1)c1ccccn1
  -1.4, 0.1, -0.6, -3.1, 8.7, -13.2, -5.1, -10.8, 0.9

(next part)
Below each SMILES: M1 ag, CHO-K1 Ca ag, M1 antag, TAAR1 antagonist, TAAR1 ag, OXTR potentiate, CHO-K1 Ca antag, CHO parental Ca, M1 PAM parental
O=C(/C=C/c1ccco1)Nc1ccc(Oc2ccc(Cl)cc2)cc1
  -1.1, 1.4, 14.2, 78.1*, 9.8, -10.4, 0.1, 16.6, 11.6
CN(C)N1C(N)=C(C#N)C(c2cccnc2)C2=C1CC(C)(C)CC2=O (stereo not given)
  -3.3, 0.2, -11.4, 3.8, 8.1, 3.7, -3.6, -18.4, 20.7
COc1ccc(OCC(=O)Nc2cccc(NC(=O)COc3ccc(OC)cc3)n2)cc1
  -3.1, 1.1, -5.6, 32.4, 13.6, -4.0, -9.6, -13.6, 22.4
CCOc1cccc(NCc2cc3c(C(C)(C)C)nn(-c4ccccc4)c3[nH]c2=O)c1
  1.2, -0.8, 8.7, -33.5, -0.2, -8.2, -5.1, -29.2, -4.7
CCN(CC)S(=O)(=O)c1ccc(N/N=C/c2ccc(O)cc2)nc1
  -5.2, 1.1, -7.8, 10.5, 14.2, -5.5, 0.9, -7.7, 10.9
CC(=O)c1c(C)[nH]c(C(=O)OCc2ccccc2F)c1C
  1.8, 6.6, -5.1, 6.3, 1.9, -13.9, -10.7, -20.9, 0.3
CC(C)(Cl)C1Cc2cc3ccc(=O)oc3cc2O1 (stereo not given)
  -5.4, 0.9, -22.8, -0.7, 23.0, -9.0, -19.1, -1.8, 11.1
COC(=O)C1=C(CSc2nncn2C)NC(=O)NC1c1cc(C)ccc1C (stereo not given)
  -3.5, 0.4, -3.7, -8.0, -1.0, -5.8, -3.7, -9.2, 9.1
O=C(NCCc1nc(-c2ccccc2)no1)c1ccco1
  -2.9, 0.3, -5.0, 11.3, 12.8, -2.0, -0.6, 0.1, -4.3

Compound activity from PubChem.
